Screens (PubChem BioAssay)
CRFR2-BP antag: blocks CRF-induced signaling of the CRF-BP/CRF-R2 complex; HEK293 CRF-R2/CRF-BP, CRF-induced calcium fluorescence; 0.59% of 350,000 active; inhibition, % at 11.8 µM; AID 588475;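 active = inhibition of the ligand-induced calcium signal above about 50% at the single tested concentration, limit read from the data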
TAAR1 antagonist: antagonists of human TAAR1; CHO RD-HGA16 TAAR1, Fluo-8 calcium fluorescence, antagonist; inhibition, % at 3 µM; 1.5% of 360,000 active;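 active = inhibition above a per-plate cutoff, the mean inhibition of test compounds on that plate plus 3 SD, cut at about 49% in these data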;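 note: 0% = DMSO plus EC80 beta-PEA response and 100% = DMSO alone without agonist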
Target sequence (Q96RJ0 whole entry, looked up): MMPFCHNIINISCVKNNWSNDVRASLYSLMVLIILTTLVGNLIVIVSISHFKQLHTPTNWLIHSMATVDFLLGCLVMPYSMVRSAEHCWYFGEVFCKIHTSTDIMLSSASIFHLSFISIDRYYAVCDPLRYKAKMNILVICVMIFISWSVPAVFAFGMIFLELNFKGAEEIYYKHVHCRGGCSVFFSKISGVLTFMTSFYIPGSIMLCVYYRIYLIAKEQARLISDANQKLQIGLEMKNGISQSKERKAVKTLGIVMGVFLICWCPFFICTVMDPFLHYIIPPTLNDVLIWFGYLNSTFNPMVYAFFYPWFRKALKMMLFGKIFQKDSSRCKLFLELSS
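System: RD-HGA16 CHO cells with stable hTAAR1 and Gα16 | Probe or stimulus: EC80 β-phenethylamine stimulus | Dosing: 3 µM, single point | Times: Dye loading 75 min at 37 °C, then 30 min room temperature | Measured by: Fluo-8 calcium-sensitive fluorescence | Read-out basis: % inhibition of agonist calcium response | Replicates: n of 1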
CRFR2-BP ag: agonists of human CRF-binding protein/CRF-R2 receptor complex. HEK293 CRF-R2/CRF-BP, calcium dye fluorescence (FLIPR); percent of saturating CRF peptide response. activation, % at 13.2 µM. 0.46% of 350,000 active;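 active = activation of at least 50%, plus an integration ratio under a set limit after plate pattern correction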;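 note: plate controls were neutral control wells without compound for no effect and CRF at EC100 for full effect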
CHRM5 antagonist: CHRM5 antagonism in calcium assay; AID 624040; P08912; inhibition, % at 3 µM; 0.59% of 360,000 active; CHO-hM5 cells, Fluo-8 calcium fluorescence, ACh EC80;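 active = inhibition above a per-plate cutoff, the mean of that plate's test compounds plus 3 SD, cut at about 27% in these data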;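 note: 0% = acetylcholine EC80 with DMSO and 100% = DMSO without agonist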
Target sequence (P08912 whole entry, looked up): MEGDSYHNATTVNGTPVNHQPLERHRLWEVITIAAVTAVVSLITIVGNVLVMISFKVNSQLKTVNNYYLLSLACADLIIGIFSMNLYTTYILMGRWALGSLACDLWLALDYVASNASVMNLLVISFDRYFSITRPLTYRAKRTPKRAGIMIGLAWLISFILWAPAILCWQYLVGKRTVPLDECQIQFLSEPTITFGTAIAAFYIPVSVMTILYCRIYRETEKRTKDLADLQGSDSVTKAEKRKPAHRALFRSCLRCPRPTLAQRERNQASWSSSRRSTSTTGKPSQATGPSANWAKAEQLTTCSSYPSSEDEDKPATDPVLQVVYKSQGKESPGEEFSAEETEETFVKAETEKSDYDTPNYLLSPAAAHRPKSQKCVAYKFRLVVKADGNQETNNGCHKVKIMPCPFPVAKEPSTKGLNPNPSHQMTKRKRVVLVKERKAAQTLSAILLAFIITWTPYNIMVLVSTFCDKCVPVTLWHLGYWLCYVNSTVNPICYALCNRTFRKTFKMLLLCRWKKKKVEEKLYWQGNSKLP
TAAR1 agonist: agonists of human TAAR1; CHO RD-HGA16 TAAR1, Fluo-8 calcium fluorescence; vehicle wells 0%, saturating PEA agonist 100%; activation, % at 3 µM; 0.99% of 360,000 active;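 active = activation above the mean activation of all test compounds in the run plus 3 SD, cut at about 38% in these data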
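test system = CHO RD-HGA16 cells carrying human TAAR1 plus Gα16 | schedule = 17-24 h seeding, 75 min 37 °C dye, 30 min RT | compound dosing = 3 µM single concentration | control set = DMSO and PEA EC100 | replicates = n 1 | signal = Fluo-8 fluorescence, 5 s baseline then 140 s kinetic read | measure = percent activation vs PEA EC100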
M5 PAM: CHRM5 positive allosteric modulation; P08912; CHO-K1 hM5, Fluo-8 calcium, ACh EC20 PAM; 0% = ACh EC20, 100% = ACh EC100; activation, % at 3 µM; 0.3% of 360,000 active; AID 624038;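 active = activation above the run cutoff, the mean activation of all test compounds plus 3 SD, cut at about 18% in these data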
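Assay system – human M5 receptor in CHO-K1 cells · Read-out – % activation, ACh-normalized · Technique – Fluo-8 calcium fluorescence · Dosing – single-point, 3 µM nominal · Incubation – Fluo-8 loading 80 min at 37 °C plus 30 min room temperature · Repeats – singlicate, one well per test compound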
M4 PAM: potentiates acetylcholine response at human M4 receptor; CHO-K1 hM4/Gqi5, Fluo-8 calcium fluorescence, ACh EC20; 0% = ACh EC20, 100% = maximal ACh; P08173; activation, % at 3 µM; AID 624126; 0.4% of 360,000 active;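 active = activation above its plate's cutoff, the mean activation of sample wells plus 3 SD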; note: some results filed as inactive read as strong as hits
CHO-K1 Ca PAM: nonselective activator or artifact in parental CHO-K1 calcium assay; ATP EC20, Fluo-8 calcium fluorescence; 0% at ATP EC20, 100% at ATP max; activation, % at 3 µM; 0.02% of 360,000 active; AID 602247;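 active = activation above the run cutoff, the mean activation of all test compounds plus 3 SD, cut at about 40% in these data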;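 note: peak over basal fluorescence ratio in a 140 s read after ATP addition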
M5 ag: agonists of human muscarinic M5 receptor (CHRM5); P08912; CHO-K1 hM5 cells, Fluo-8 calcium fluorescence; 0% DMSO wells, 100% maximal acetylcholine response; activation, % at 3 µM; 0.19% of 360,000 active;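 active = activation above the run's mean over test compounds plus 3 SD, cut at about 23% in these data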;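 note: signal is peak over basal fluorescence ratio across the kinetic read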
Active calls of the source: *; . = no result given.

SMILES	CRFR2-BP antag	TAAR1 antagonist	CRFR2-BP ag	CHRM5 antagonist	TAAR1 agonist	M5 PAM	M4 PAM	CHO-K1 Ca PAM	M5 ag
C=CCN(c1ccccc1OC)S(=O)(=O)c1cccc(C(=O)OCC(=O)c2c(N)n(C)c(=O)n(C)c2=O)c1	2	52*	2.4	27*	9	-34	-13	-19	-3
NC(=O)N/N=C/C=C/c1ccccc1	4	-14	-1.3	8	7	-3	1	17	0
O=C(COC(=O)/C=C/c1cccc(F)c1)Nc1ccc(Cl)cn1	-4	-34	0.4	3	0	0	6	11	-1
COc1ccc(NC(=O)NNC(=O)c2ccc(Cl)cc2Cl)cc1OC	15	-12	-4.7	-2	1	8	5	15	4
CC(=O)c1ccc(N2CCN(C(=O)C(=O)c3cn(CC(=O)N4CCOCC4)c4ccccc34)CC2)cc1	16	-20	-1.0	0	1	1	1	11	1
CCOC(CC(=O)NNC(=O)c1c(-c2c(Cl)cccc2Cl)noc1C)OCC	28	-3	7.1	-13	5	8	6	8	7
COc1ccccc1NC(=O)Nc1ccccc1C(N)=O	3	14	-0.3	-5	0	5	0	11	-2
CCn1c(SCC(=O)Nc2ccc(C)cc2)nnc1-c1cnccn1	-4	-12	-0.8	25	2	-10	-2	-7	-5
COCCNC(=S)NNc1ccc(Cl)c(C(=O)O)c1	7	-8	1.9	8	0	-2	10	8	-2
CC(C)CC1C(=O)N(Cc2cn(CCC3OCCCO3)nn2)CCS(=O)(=O)N1Cc1ccc(-c2ccc(Cl)cc2)cc1 (stereo not drawn)	16	9	-1.9	5	2	-1	4	14	0
COc1ccccc1CNCC(=O)Nc1ccc(N2CCOCC2)cc1	32	8	-0.6	-10	5	6	-2	22	-1
CC(C)(C)Cc1c(-c2ccco2)nc2ccc(Cl)cn12	.	-20	.	1	0	1	-5	-9	-2
O=C(Nc1ccncc1)c1ccc2ncsc2c1	-10	9	0.6	7	4	2	-4	-1	2
O=C(NCCc1ccccc1)C(NS(=O)(=O)c1cccc2nsnc12)c1ccccc1 (stereo not drawn)	-12	11	-6.8	-3	41*	1	10	15	-4
Cc1cc(Cl)ccc1NC(=S)NCc1ccccc1Cl	40	3	-0.8	15	1	-11	-1	11	-4
O=C(Nc1ccc(N2CCN(C(=O)c3cccs3)CC2)cc1)c1cccc(F)c1	4	4	-0.8	8	3	0	-4	-20	1
CN(CC(=O)Nc1ccc(F)c(F)c1F)C(=O)Cc1ccc2c(c1)OCCO2	-7	14	0.1	0	2	-5	0	-3	0
CC1CN(C2CCCCC2)c2nc3c(c(=O)[nH]c(=O)n3C)n2C1 (stereo not drawn)	-16	-5	0.7	0	8	4	19	0	-9
Cc1cc(Br)cn2c(Cc3cccc(F)c3)c(-c3ccc(F)cc3)nc12	.	8	.	-1	0	-2	-3	12	-3
CC(C)CC(=O)N=Nc1c(O)[nH]c2ccccc12	-1	-12	-0.3	-2	1	-2	-3	6	-1
CCOc1ccc(N=CC2=C(O)CC(c3ccco3)CC2=O)cc1 (stereo not drawn)	-8	7	-0.2	0	1	-2	-2	6	-2
Cc1cc(S(=O)(=O)Nc2ccc(C(=O)NCC3CCCO3)cc2)ccc1F (stereo not drawn)	.	11	.	4	1	-3	0	11	0
N#CCCNC(=O)CCN1CCCCC1	-3	1	1.3	-1	2	-3	-3	2	-4
Nc1cc(=O)[nH]c(SCC(=O)N2CCC(Cc3ccccc3)CC2)n1	7	-10	-0.9	16	2	-14	-3	-20	-11
CCN(CC(=O)NCc1ccc(Cl)cc1)Cc1cc(=O)n2ccsc2n1	-24	-22	2.3	6	1	10	-4	18	-4

Further results
SMILES	CRFR2-BP antag	TAAR1 antagonist	CRFR2-BP ag	CHRM5 antagonist	TAAR1 agonist	M5 PAM	M4 PAM	CHO-K1 Ca PAM	M5 ag
Cc1ccc(S(=O)(=O)NC2(C(F)(F)F)NC(=O)N(c3ccc(F)cc3)C2=O)cc1 (stereo not drawn)	-1	-8	-1.1	-2	2	15	8	-2	-2
Cc1cc(C)cc(NC(=S)/N=C(\N)Nc2nc(C)c3ccccc3n2)c1	7	-15	-0.4	2	0	-5	2	6	-2
COc1ccc(CNC(=O)[C@@H](NC(=O)C2CCN(C(=O)[C@@H](N)Cc3ccccc3)CC2)C(C)C)cc1	-9	-29	0.6	-4	1	2	4	-9	1
N#C/C(=C(/O)c1ccc(C(=O)c2ccccc2)cc1)c1nc2ccccc2[nH]1	-11	0	2.7	8	1	2	2	25	0
CCc1ccccc1NC1=CC(=O)CC(C)(C)C1	9	20	1.6	10	10	1	5	18	0
CCOc1ccc(NC(=O)CN(C)C(=O)c2cc(C)on2)cc1OCC	2	-16	-1.1	6	0	1	0	-6	3
Cc1ccc2nc(SCC(=O)Nc3nonc3C)[nH]c2c1	-2	-27	-0.1	0	0	2	0	-3	1
O=C(N/N=C/c1ccccc1O)c1ccncc1	-8	9	10.0	-2	13	5	-1	8	0
Cc1cc(C(=O)NC(C)C2CCCO2)cs1 (stereo not drawn)	-13	.	1.3	5	.	-1	4	-9	2
CC1(C(=O)Nc2ccccc2)CCN1C(=O)C1(c2ccc(Cl)cc2)CC1 (stereo not drawn)	.	-3	.	3	3	-1	4	13	1
CCOC(=O)c1c(C)nc2c(c(SC)nn2-c2ccccc2)c1N	-17	-17	7.8	-4	0	6	0	16	3
COc1ccc(OCC(=O)NCCc2c[nH]c3ccccc23)cc1	2	7	-0.1	7	11	-3	-8	10	-3
O=C(N/N=C/c1cc([N+](=O)[O-])ccc1Cl)c1cc(-c2ccccc2)nc2ccccc12	-11	-18	1.3	-1	2	10	7	18	3
Cc1nn2c(c1-c1ccccc1)N=C(c1ccco1)CC2c1ccccc1 (stereo not drawn)	-15	4	2.3	2	3	-1	-8	-7	2
CCCc1cc(C(=O)Nc2cc(C)on2)no1	-31	-5	-2.3	0	2	-3	0	-8	1
CC1(C)C/C(=N\O)c2cc3c(nc2C1)CCCC3	-3	0	0.4	12	6	-2	5	14	-3
O=C1NC(=O)C(CC(=O)N(Cc2ccco2)C2(C(=O)NC3CCCCC3)CCCCC2)N1 (stereo not drawn)	9	-9	0.2	-3	1	-4	0	17	-3
Cc1ccc(CN(CC(=O)NC(C)(C)C)C(=O)CNC(=O)c2cccs2)cc1	-3	17	-1.2	0	1	-7	-2	20	-2
Cc1nc(NC(=O)CSc2nnc(N)s2)c(Cl)cc1Cl	2	-17	-1.6	12	9	2	3	5	3
CNC(=O)c1cn(-c2ccccc2)c(=O)c2ccccc12	-6	-1	-1.2	-7	2	5	0	24	-2
CCC(C)[C@H]1CNC(=O)C(=O)N1CCCCC1CCCCC1 (stereo partly drawn)	.	-22	.	9	2	-1	14	-13	3
CCN(CC)C(=O)C[n+]1cccc(/C=N/O)c1	-10	0	-1.8	3	0	3	6	17	-3
Cc1ccc(C(=O)c2cc([N+](=O)[O-])ccc2N2CCOCC2)cc1C	-100	11	35	-3	1	0	-4	28	-4
Cc1[nH]c2ccccc2c1C(=O)COC(=O)C1CCC(=O)N1 (stereo not drawn)	2	10	-0.8	5	6	-2	17	9	-1
CCC(=O)OC1CC(C)N(C(=O)c2ccccc2)c2ccc(C)cc21 (stereo not drawn)	26	-4	-1.9	-5	3	8	-1	13	-12

Continued:
SMILES	CRFR2-BP antag	TAAR1 antagonist	CRFR2-BP ag	CHRM5 antagonist	TAAR1 agonist	M5 PAM	M4 PAM	CHO-K1 Ca PAM	M5 ag
O=C1CC(c2cccc(F)c2)c2c(c3ccccc3[nH]c2=O)O1 (stereo not drawn)	-17	-3	1.8	-2	3	2	5	5	0
CC(=O)Nc1ccc(-n2nnnc2SCC(=O)Nc2cccc(NC(=O)c3ccco3)c2)cc1	-11	-14	4.7	-6	4	3	4	1	-1
O=C(NCC1COc2ccccc2O1)c1ccco1 (stereo not drawn)	-13	14	1.3	-5	16	3	16	20	1
COCCCN(CC(=O)Nc1ccc(N2CCOCC2)cc1)S(=O)(=O)c1ccc(Cl)cc1	15	-6	-1.2	4	3	1	-6	16	1
CCOc1cc(C2NC(=O)N(C)C(C)=C2C(=O)OC)cc(Br)c1O (stereo not drawn)	-6	-9	-0.2	4	2	-5	-1	-1	2
Cc1cc(C)c(C#N)c(SCc2ccc(C(=O)O)cc2)n1	11	-15	-3.2	14	4	-6	-3	12	1
CC(=O)Nc1ccc(C(=O)OCC(=O)c2cccc([N+](=O)[O-])c2)cc1	5	3	5.0	4	6	-5	3	20	1
Cc1cccc(NC(=S)N2CCC(C(N)=O)(N3CCCCC3)CC2)c1C	3	0	0.2	3	1	7	5	9	-1
Cc1nc2c(C(=O)Nc3ccc(N4CCCC(O)C4)cc3)snc2c(=O)[nH]1 (stereo not drawn)	-10	-23	0.1	-11	0	2	-11	-17	-3
O=C(C1CC(c2ccc(F)cc2)=NO1)N1CCCCC1 (stereo not drawn)	22	-7	-1.5	-8	9	2	3	14	-1
CCCCNc1ncnc2c1nnn2Cc1ccccc1Cl	-5	-11	-1.9	10	0	3	1	15	1
COc1cc2ccccc2cc1C(=O)N1CCN(c2ccccc2O)CC1	-11	7	0.2	-1	6	3	7	24	0
CN(CCOCCOc1ccc(F)cc1)Cc1ccccc1	-8	-15	-0.1	5	4	3	-4	22	-6
O=C(O)CSc1nnc(COc2cccc3ccccc23)n1Cc1ccccc1	-2	-28	1.0	3	0	5	4	20	-1
O=C(CN1CCSC1=NCc1ccccc1)c1ccc(Cl)c(Cl)c1	-24	-16	-2.8	6	16	3	3	21	-8
N#Cc1ccc(CSc2nnc(-c3cnccn3)o2)cc1	6	13	-2.0	-8	6	6	4	23	-3
CCN(CC)CC(C)(C)NS(=O)(=O)c1ccc(Cl)cc1	3	9	-0.6	2	0	-1	-1	5	0
Cc1ccc(C(=O)CC(C(=O)O)P(=O)(c2ccccc2)c2ccccc2)cc1 (stereo not drawn)	1	9	5.2	6	8	7	0	18	0
O=C(Cc1ccc(F)cc1)Nc1cccc(-c2cn3c(n2)SCC3)c1	15	-18	-1.2	-2	2	6	2	32	1
